Bioassay records (PubChem)
EP2 antag = human EP2 receptor antagonists, primary screen, TR-FRET cAMP, C6 glioma cells; Prostaglandin E2 receptor EP2 subtype (Homo sapiens), P43116; C6 glioma cells expressing human EP2; cells stimulated with saturating PGE2; inhibition, % at 25 µM; 0.52% of 260,000 active; AID 1422, 2008;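 active means percent inhibition above 40 after rounding to a whole number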;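 further: rat C6 glioma host cells with rolipram phosphodiesterase inhibitor present; the protocol text gives 20 µM as final concentration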
Target sequence (P43116 whole entry, looked up): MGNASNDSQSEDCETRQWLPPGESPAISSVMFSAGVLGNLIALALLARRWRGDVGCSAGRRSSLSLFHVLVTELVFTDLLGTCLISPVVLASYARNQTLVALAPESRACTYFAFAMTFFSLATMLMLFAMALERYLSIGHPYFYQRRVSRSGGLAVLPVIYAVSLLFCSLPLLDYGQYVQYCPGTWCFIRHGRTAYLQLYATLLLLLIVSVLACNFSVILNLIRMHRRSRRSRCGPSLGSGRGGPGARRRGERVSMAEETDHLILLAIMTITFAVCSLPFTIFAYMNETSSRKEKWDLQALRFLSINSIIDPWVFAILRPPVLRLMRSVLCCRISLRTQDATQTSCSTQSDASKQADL
* = called active by the depositor. A portion of the library; rates above refer to the full screens.

SMILES	EP2 antag
COc1ccc(CCNC(=O)C2CCN(C(=O)c3ccc(OC)c(OC)c3)CC2)cc1	7
CSc1cccc(NC(=O)Cn2cnc3c(=O)n(C)c(=O)n(C)c32)c1	8
COc1cccc(NC(=O)CSc2nnc(COc3ccc(C)cc3)n2C)c1	24
CCOc1ccc(NC(=O)N2CCCC2C(=O)NC(C)C)cc1 (stereo unspecified)	13
O=C1c2ccccc2C(=O)N1C1(C(=O)NC2(C(=O)O)CCCC2)CCCC1	42*
CCCNC(=S)N(CCN1CCOCC1)Cc1cc2cc(C)cc(C)c2[nH]c1=O	8
CCn1ncc(C(=O)N2CCC3(CC2)Nc2ccccc2-n2cccc23)c1C	4
O=C1C=CC(=O)c2c(O)c(Cl)c(Cl)c(O)c21	129*
O=C(Nc1ccccc1Br)c1ccc2nccnc2c1	6
O=C(NCCN1CCNCC1)C(=O)NCc1ccccc1	13
C[C@]12CCC3c4ccc(O)cc4CCC3C1C[C@@H](O)[C@@H]2O (stereo partly specified)	11
Cn1c(=O)[nH]c(=O)c2c1nc(NN)n2Cc1ccc(Cl)cc1	8
Cc1ccc(NC(=O)N(Cc2cc3cc4c(cc3[nH]c2=O)OCO4)CC2CCCO2)cc1 (stereo unspecified)	11
CN(C)S(=O)(=O)c1ccc2c(c1)oc(=O)n2C	13
O=C(O)c1cccnc1Nc1ccc(F)c(Cl)c1	24
CC1(C)Cc2ccccc2C(COc2ccccc2)=N1	11
O=C(O)CSc1nnc(-c2ccccn2)o1	12
Cc1ccc(C(C(=O)NC2CCCC2)N(Cc2cccs2)C(=O)Cc2cccs2)o1 (stereo unspecified)	6
COc1ccc2sc(N)nc2c1	18
COc1cc(OC)c(C2C3=C(CCCC3=O)Nc3[nH]n(-c4ccccc4)c(=O)c32)cc1OC (stereo unspecified)	4
CC(C(=O)O)[n+]1cccc(-c2ccccc2)c1 (stereo unspecified)	18
COc1ccc(S(=O)(=O)N2CCc3ccccc32)c2ccccc12	16
CCc1ccc2[nH]c(=O)c(CN(C(=O)Nc3ccc(OC)cc3)C3CCCC3)cc2c1	10
Cn1ccnc1Sc1cccc2c1C(=O)c1ccccc1C2=O	9
CCC(CC)c1nnc(NC(=O)c2ccc(OC(C)=O)cc2)s1	17
COc1ccc(N2CC(C(=O)OCC(=O)Nc3ccc(F)c(Cl)c3)CC2=O)cc1 (stereo unspecified)	8
COCCCN(C(=O)CCC(=O)O)c1nc(-c2ccc(OC)cc2)cs1	5
Cc1cccc(C(=O)N(CCO)Cc2cc3cc4c(cc3[nH]c2=O)OCCO4)c1	12
NC(N)=NNC(=O)C(=O)O	13
O=C(Nc1ccc2oc(-c3cccnc3)nc2c1)c1ccccc1	20

Retrieved by structure from the list above, 3 records:
SMILES	EP2 antag
CCC(CC)c1nnc(NC(=O)c2ccc(OC(C)=O)cc2)s1	17
O=C(O)CSc1nnc(-c2ccccn2)o1	12
CC1(C)Cc2ccccc2C(COc2ccccc2)=N1	11

(further entries)
SMILES	EP2 antag
Cc1[nH]c2ccccc2c1CCC(=O)O	8
O=C(NCCc1ccccc1)[C@@H]1C=CCN1C(=O)c1ccc(F)cc1	9
O=C1CC(c2ccccc2Cl)c2cc3c(cc2N1)CCC3 (stereo unspecified)	5
COc1cccc(-c2nc(SC)nc3sc(C(=O)NC(C)(C)C)c(N)c23)c1	12
COc1ccccc1NC(=O)N1CCCC1C(=O)Nc1ccc(Cl)cc1 (stereo unspecified)	8
Cc1nnc(SCc2ccc(C(C)(C)C)cc2)n1N	8
CCc1ccc(-n2c(SCC(=O)N(CC)CC)nnc2-c2ccccn2)cc1	7
CC(=O)C1CC(CC(=O)N[C@@H](C)Cn2nnc3ccccc32)C1(C)C (stereo partly specified)	9
COc1ccccc1NC(=O)c1cc2cc(Br)cc(Br)c2oc1=N	9
Cc1ccc(NC(=O)CSc2nnc(-c3cccnc3)n2C)cc1C	9
Cc1nn(-c2cccc(C(=O)NC3CCCOC3)c2)c(C)c1Cl (stereo unspecified)	10
CCC(c1nnnn1C(C)(C)CC)N(Cc1cc2c(C)cc(C)cc2[nH]c1=O)C1CCCCC1 (stereo unspecified)	8
CCOc1ccc(NC(=O)CSc2nnc(-c3cccnc3)n2Cc2ccccc2)cc1	7
CCc1ccc2[nH]c(=O)c(CN(CCN3CCOCC3)C(=O)Nc3ccc(C)cc3)cc2c1	10
CCOc1ccccc1NC(=O)C1CCCN1C(=O)NCc1ccccc1 (stereo unspecified)	5
Fc1ccc(C(c2nnnn2C2CCCC2)N2CCN(c3nc4ccccc4s3)CC2)cc1 (stereo unspecified)	5
Cc1cn[nH]c1	6
COc1cc(/C=C2\SC(=S)N(CC3CCCO3)C2=O)ccc1OC(=O)c1cccc(C)c1 (stereo unspecified)	10
CC(C)OCCCNC(=O)C1CCCN(S(=O)(=O)c2ccc(Cl)cc2)C1 (stereo unspecified)	7
CCc1nnc(NC(=O)CSc2nc3cc(C)cc(C)c3cc2CC)s1	26
O=C(NC1CCCCC1)C(c1ccc(F)cc1)N(C(=O)Cc1ccsc1)c1ccc2c(c1)OCO2 (stereo unspecified)	7
Cc1cc2c(cc3c(=O)n(CC(=O)NC4CCCCC4)nc(C)n32)o1	10
CC(C)=CC1C(C(=O)O)C1(C)C (stereo unspecified)	9
COc1cccc(N2C(=O)NC(=O)/C(=C\c3cn(CC(=O)NCc4ccco4)c4ccccc34)C2=O)c1	3
CC1CCc2c(sc3ncn(C4CCN(C(=O)c5ccncc5)CC4)c(=O)c23)C1 (stereo unspecified)	8
CCOc1ccc(NC(=O)CSc2nnc(C(C)C)n2C)cc1	13
CC(C)C(=O)NS(=O)(=O)c1ccc(NC(=O)c2ccco2)cc1	8
O=C1c2ccccc2C(=O)c2c1ccc(N1C(=O)c3ccccc3C1=O)c2-c1c(N2C(=O)c3ccccc3C2=O)ccc2c1C(=O)c1ccccc1C2=O	45*
Cc1ccc(C(=O)Oc2cccc3cccnc23)cc1	10
O=C(COc1ccc2nsnc2c1)Nc1cnn(Cc2ccc(F)cc2)c1	8
CC1CCCC(C)N1C(=O)Cn1c2ccccc2n2c(SCC(=O)NCc3cccs3)nnc12 (stereo unspecified)	11
COCC(=O)NC1CC(C)(C)Cc2c1cnn2-c1ccc(C)cc1 (stereo unspecified)	6
OCc1ccccc1O	9
CNNCc1ccc(C(=O)NC(C)C)cc1	14
NC(=O)CSc1nnc(-c2ccco2)o1	9
CCN1CCCC1CN(Cc1cc2c(C)cc(C)cc2[nH]c1=O)C(=O)Nc1ccccc1F (stereo unspecified)	6
Cc1nc(NCc2cccc(OCc3cccnc3)c2)nn1C	7
COc1ccc(OC)c(C(c2nnnn2C(C)(C)C)N2CCN(c3ccccc3F)CC2)c1 (stereo unspecified)	7
Cc1nn(-c2ccccc2)c2sc(C(=O)N(CC(=O)NC3CCCCC3)Cc3ccco3)cc12	16
O=C(NCCCN1CCOCC1)c1cn(Cc2c(F)cccc2Cl)nn1	7
COc1ccc(OC)c(S(=O)(=O)N2CCC(C(=O)NC3CCCCC3)CC2)c1	10
COCCCNC(=S)N(CCO)Cc1cc2c(C)ccc(C)c2[nH]c1=O	10
CCC(CN1CCC(C)CC1)NC(=O)Cc1ccc2c(c1)OCCO2 (stereo unspecified)	8
CCc1cc2c(C)cc(C)cc2nc1SCC(=O)NNC(C)=O	4
CCCC(c1nnnn1C1CCCCC1)N(Cc1ccccc1)Cc1cc2cc(C)ccc2[nH]c1=O (stereo unspecified)	9

The last 2 entries of the section before open the next one:
SMILES	EP2 antag
CCc1cc2c(C)cc(C)cc2nc1SCC(=O)NNC(C)=O	4
CCCC(c1nnnn1C1CCCCC1)N(Cc1ccccc1)Cc1cc2cc(C)ccc2[nH]c1=O (stereo unspecified)	9
COc1ccc(-n2nnnc2SCC(=O)Nc2cc(C)on2)c(OC)c1	13
CC(C)c1cn(C2OC(COC(=O)c3ccccc3)C(OC(=O)c3ccccc3)C2OC(=O)c2ccccc2)c(=O)[nH]c1=O (stereo unspecified)	18
O=C(CSc1nnc(NC(=O)C2CC2)s1)Nc1ccc(Cl)cc1	12
COCCNC(=S)N(Cc1ccc(F)cc1)Cc1cc2cc(C)ccc2[nH]c1=O	10
O=c1[nH]c(N2CCCC2)nc2c1CCN(Cc1ccc(N3CCCC3)c(F)c1)C2	6
O=C(Nc1ccc(F)cc1F)c1nc2ncccn2n1	7
COCCn1c(SCC(=O)Nc2ccc(C(C)=O)cc2)nc2cccnc21	5
Cc1ccc(C)c(NC(=O)C2CCN(c3ncccn3)CC2)c1	5
CCc1ccc2[nH]c(=O)c(CN(CCN(C)C)C(=S)Nc3ccc(OC)cc3)cc2c1	11
Cc1ccc(-c2nn3c(C)nnc3s2)cc1NC(=O)c1cccc2ccccc12	16
Cc1sc2ncn(CC(=O)N3CCCCC3)c(=O)c2c1-c1ccc(F)cc1	12
CCCNC(=O)CSc1nc(C2CCCCC2)nc2ccccc12	6
CCCn1nnc(NC(=O)c2cc3ccccc3cc2OC)n1	9
O=C(CCN1C(=O)/C(=C/c2ccc3c(c2)OCO3)SC1=S)NCCCN1CCOCC1	18
CC(C)(CO)NC(=O)C1CC(c2c(F)cccc2Cl)=NO1 (stereo unspecified)	8

Some of the entries above, reformatted.
COCCNC(=S)N(Cc1ccc(F)cc1)Cc1cc2cc(C)ccc2[nH]c1=O
- EP2 antag: 10
O=c1[nH]c(N2CCCC2)nc2c1CCN(Cc1ccc(N3CCCC3)c(F)c1)C2
- EP2 antag: 6
O=C(Nc1ccc(F)cc1F)c1nc2ncccn2n1
- EP2 antag: 7
COCCn1c(SCC(=O)Nc2ccc(C(C)=O)cc2)nc2cccnc21
- EP2 antag: 5

Next part.
SMILES	EP2 antag
Cc1ccc2c(c1)cc(C)c1nnc(SCC(N)=O)n12	13
Cc1cccc(NC(=O)CSc2nc3sc(C)c(C)c3c(=O)[nH]2)c1C	13
Cc1ccc(C)c2[nH]c(=O)c(CN(Cc3ccco3)Cc3nnnn3C3CCCCC3)cc12	7
CCCC(c1nnnn1Cc1ccccc1)N(Cc1cc2cc(C)c(C)cc2[nH]c1=O)C1CCCC1 (stereo unspecified)	13
CCn1c(COc2ccc(Cl)c(C)c2)nnc1SCC(=O)c1cc(OC)ccc1OC	6
COCCNC(=O)Cn1cc(/C=C2\C(=O)NC(=O)N(c3ccccc3)C2=O)c2ccccc21	12
CCc1cc2ccccc2nc1SCC(=O)NCCc1ccc(OC)c(OC)c1	15
CCCn1c(SCC(=O)NCCc2ccccc2)nnc1-c1ccoc1C	17
COc1cccc(C(=O)N2CC=C[C@H]2C(=O)NCCc2ccccc2)c1	1
COc1ccccc1N(CC(=O)NC1CCCCC1)C(=O)Cn1nnc(-c2ccc(C)o2)n1	7
CC(C)C(=O)N1CCN(c2ccc(NC(=O)c3ccccc3F)cc2)CC1	9
N#Cc1cnc(SCc2ccccc2)nc1N	13
Cn1c(COc2ccccc2)nnc1SCC(=O)Nc1ccccc1Br	12
CSc1ncc(C(=O)Nc2ccc(Oc3ccc4c(c3)OCO4)cc2)cn1	5
COc1ccc(CN2CCC(O)(c3ccccc3F)CC2)cc1CN(C)C	10
C=CCN(C(=O)c1csnn1)C(C(=O)NC1CCCC1)c1c(F)cccc1Cl (stereo unspecified)	9
Cc1ccc(NC(=O)CN(c2ccc3c(c2)OCO3)S(C)(=O)=O)c(C)c1	7
CCOC(=O)COc1c(Br)ccc2c(C(=O)OCC)c(NC(C)=O)sc12	8
Cc1ccsc1CN(CCCN1CCOCC1)Cc1cccc2ncccc12	5
CCc1ccccc1NC(=O)CSc1nnc2c(C)cc3cc4c(cc3n12)OCO4	11
CC(C)(C)c1ccc(-c2ccc3c(c2)S(=O)(=O)c2ccccc2C3=O)cc1	20
COCC(=O)Nc1ccncc1	9
CNC(=O)[C@H]1O[C@@H](n2cnc3c(N)ncnc32)C(O)[C@H]1O (stereo partly specified)	14
CCOC(=O)c1cccc(NC(=O)CSc2nnc(C)c(=O)[nH]2)c1	8
CCC(c1nnnn1CC1CCCO1)N(Cc1ccco1)Cc1cc2cc(OC)ccc2[nH]c1=O (stereo unspecified)	9
CC(=O)N1c2ccc(NC(=O)c3nnn(-c4ccccc4)c3C)cc2CC1C (stereo unspecified)	10
CC1(C)CC(N(Cc2cccnc2)Cc2cccc(F)c2)CC(C)(C)N1	11
COCCNC(=O)c1cn(C[C@H]2CCCN(C(=O)c3cnn(C)c3C)C2)nn1	6
CCC(C(=O)OC)n1cnc2sc3c(c2c1=O)CCC(C)C3 (stereo unspecified)	10
CC1CCN(C(=O)CN2CCC3(CC2)NC(=O)c2ccccc2O3)CC1	8
NC1=NC(=O)C2(COC(c3ccccc3)OC2)S1 (stereo unspecified)	8
CC(=O)NC1=NN(C(C)=O)C2(S1)C(=O)N(Cc1ccccc1)c1ccc(C)cc12 (stereo unspecified)	10
O=C(Nc1nc(=O)c2cccnc2s1)c1ccccc1	10
CCN(CC)c1ccc(CN2CCc3c(nc(N4CCCC(C)C4)[nH]c3=O)C2)c(OC)c1 (stereo unspecified)	6
COCCN1C(=O)C(=O)/C(=C(\O)c2cc(C)ccc2C)C1c1ccc(O)c(OC)c1 (stereo unspecified)	6
CCC(C)NS(=O)(=O)c1ccc(OCC(=O)N2CCCCCC2)cc1 (stereo unspecified)	6
NC(=O)CN1C(=O)Cc2ccccc21	10
CCc1ccc2c(c1)N(C[C@H](C)CN(C)C)c1ccccc1S2	44*
Nc1nc2nc(SCC(=O)Nc3ccc(Br)cc3)[nH]c2c(=O)[nH]1	9
